# T cruzi HTS: inhibitors of intracellular Trypanosoma cruzi. intracellular Trypanosoma cruzi in host cells, plate reader. activity score (inhibition), % at 5.01 µM. 22,000 tested, 4.9% active. AID 651903; in the data active means activity score above about 55%; inconclusive means no clear call, values can overlap the other calls;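 further: parasites and compound incubated about four days before reading; 0% = median of neutral control wells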
# INS-1E rescue: preserves ATP levels in cytokine-treated INS-1E cells; INS-1E cytokine-induced death, ATP luminescence, 48 h; normalised: neutral wells 0, positive control 100; protection from cytokine-induced ATP loss, % at 10 µM; 20,000 tested, 0.1% active;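 active means mean replicate protection from cytokine-induced ATP loss at least 50% and at least 75% of replicates each reaching 50%; inconclusive means meets only one of the two criteria, mean or replicate share; inactive means fails both the mean and replicate share criteria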
#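 Test system: INS-1E rat cells | Quantity: 8000 cells per well | Medium: Phenol-red-free RPMI with 5% fetal bovine serum | Reagent: Cytokine cocktail of IFN-γ, TNF-α and IL-1β | Doses: One compound concentration, pin transfer | Timing: 48 h co-treatment, 10 min post-lysis read | Technique: Luminescent ATP assay (CellTiter-Glo)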
# Numbers without * were called inactive; ? = inconclusive; nt = not tested or not shown.
SMILES,T cruzi HTS,INS-1E rescue
C[C@@H]1CN([C@@H](C)CO)C(=O)c2cccc(NC(=O)c3cnccn3)c2O[C@@H]1CN(C)CC1CCCCC1,23.0,-3.7
COc1ccc(S(=O)(=O)Nc2cccc3c2O[C@@H](CN(C)S(=O)(=O)c2ccc(F)cc2)[C@H](C)CN([C@H](C)CO)C3=O)cc1,-4.6,7.0
Cc1ccc(S(=O)(=O)Nc2cccc3c2O[C@H](CN(C)C(=O)Nc2ccc(F)cc2)[C@H](C)CN([C@H](C)CO)C3=O)cc1,5.3,-2.4
C[C@@H]1CN([C@@H](C)CO)C(=O)c2cc(NC(=O)Nc3ccccc3)ccc2O[C@@H]1CN(C)S(=O)(=O)c1cccs1,-9.0,8.2
C[C@@H]1CN([C@H](C)CO)C(=O)Cc2cc(NC(=O)c3ccncc3)ccc2O[C@@H]1CN(C)Cc1ccccc1,-14.4,7.8
COc1ccc(NC(=O)N(C)C[C@H]2Oc3c(NC(=O)Nc4cccc5ccccc45)cccc3C(=O)N([C@@H](C)CO)C[C@@H]2C)cc1,12.1,0.8
C[C@@H]1CN([C@H](C)CO)C(=O)c2cc(NC(=O)NC3CCCCC3)ccc2O[C@H]1CN(C)C(=O)Nc1ccc2c(c1)OCO2,8.0,-3.1
C[C@@H]1CN([C@H](C)CO)C(=O)Cc2cc(NC(=O)Nc3ccc(F)cc3)ccc2O[C@H]1CN(C)Cc1ccc(Oc2ccccc2)cc1,?,-68.0
C[C@H](CO)N1C[C@H](C)[C@@H](CN(C)S(=O)(=O)c2ccc(F)cc2)Oc2c(NS(=O)(=O)c3ccc(F)cc3)cccc2C1=O,-1.5,13.0
Cc1ccc(S(=O)(=O)N(C)C[C@@H]2Oc3ccc(NC(=O)Cn4cnnn4)cc3CC(=O)N([C@H](C)CO)C[C@@H]2C)cc1,10.0,4.5
C[C@H](CO)N1C[C@H](C)[C@H](CN(C)Cc2ccc(C(=O)O)cc2)Oc2c(NC(=O)c3cnccn3)cccc2C1=O,-5.0,3.1
C[C@H]1CN([C@@H](C)CO)C(=O)c2cc(N(C)C)ccc2O[C@H]1CN(C)Cc1ccc(C(F)(F)F)cc1,0.4,-5.5
CNC[C@@H]1Oc2c(NC(=O)Nc3ccc(F)cc3)cccc2C(=O)N([C@@H](C)CO)C[C@@H]1C,1.0,8.6
C[C@@H]1CN([C@H](C)CO)C(=O)c2cccc(N(C)C)c2O[C@H]1CN(C)S(=O)(=O)c1ccc(F)cc1,-3.0,6.0
C[C@@H]1CN([C@@H](C)CO)C(=O)c2cc(NC(=O)Nc3ccc4c(c3)OCO4)ccc2O[C@H]1CN(C)S(=O)(=O)c1ccccc1,-16.4,-2.1

# In the list so far, 4 contain nitrogen in an aromatic ring.
SMILES,T cruzi HTS,INS-1E rescue
C[C@@H]1CN([C@@H](C)CO)C(=O)c2cccc(NC(=O)c3cnccn3)c2O[C@@H]1CN(C)CC1CCCCC1,23.0,-3.7
C[C@@H]1CN([C@H](C)CO)C(=O)Cc2cc(NC(=O)c3ccncc3)ccc2O[C@@H]1CN(C)Cc1ccccc1,-14.4,7.8
Cc1ccc(S(=O)(=O)N(C)C[C@@H]2Oc3ccc(NC(=O)Cn4cnnn4)cc3CC(=O)N([C@H](C)CO)C[C@@H]2C)cc1,10.0,4.5
C[C@H](CO)N1C[C@H](C)[C@H](CN(C)Cc2ccc(C(=O)O)cc2)Oc2c(NC(=O)c3cnccn3)cccc2C1=O,-5.0,3.1

# (more compounds)
SMILES,T cruzi HTS,INS-1E rescue
Cc1noc(C)c1S(=O)(=O)Nc1ccc2c(c1)CC(=O)N([C@H](C)CO)C[C@H](C)[C@H](CN(C)Cc1ccc(Oc3ccccc3)cc1)O2,nt,-26.6
O=C(NO)c1ccc(C(=O)N/N=C/c2ccccc2OCCO)cc1,-6.6,8.2
COc1ccc(CN(C)C[C@H]2Oc3ccc(NS(=O)(=O)c4cn(C)cn4)cc3C(=O)N([C@@H](C)CO)C[C@@H]2C)cc1,-4.0,-3.4
O=C(O)CCCCCC(=O)N/N=C/c1ccc(CO)o1,-20.2,-1.1
Cc1ccc(S(=O)(=O)Nc2ccc3c(c2)CC(=O)N([C@H](C)CO)C[C@H](C)[C@H](CN(C)CC2CC2)O3)cc1,-53.5,-2.4
C[C@@H]1CN([C@H](C)CO)C(=O)Cc2cc(NC(=O)Nc3cccc4ccccc34)ccc2O[C@H]1CN(C)C(=O)Nc1ccc(C(F)(F)F)cc1,8.0,-1.6
COc1ccc(S(=O)(=O)N(C)C[C@@H]2Oc3c(NC(=O)c4ccncc4)cccc3C(=O)N([C@H](C)CO)C[C@@H]2C)cc1,11.0,2.4
O=C(N/N=C/c1ccc(-n2ccnc2)cc1)c1ccccc1O,5.8,-34.1
COc1cccc(CN(C)C[C@@H]2OCc3cnnn3CCCC(=O)N([C@H](C)CO)C[C@@H]2C)c1,7.4,nt
CC(C)NC(=O)Nc1ccc2c(c1)C(=O)N([C@@H](C)CO)C[C@H](C)[C@@H](CN(C)Cc1ccc(C(=O)Nc3ccccc3N)cc1)O2,58.2*,-15.4
COc1ccc(S(=O)(=O)N(C)C[C@H]2Oc3ccc(N(C)C)cc3C(=O)N([C@H](C)CO)C[C@H]2C)cc1,4.8,1.6
COc1ccc(NC(=O)Nc2ccc3c(c2)CC(=O)N([C@H](C)CO)C[C@H](C)[C@H](CN(C)Cc2ccc(C(F)(F)F)cc2)O3)cc1,30.9,-14.6
COc1ccc(S(=O)(=O)Nc2ccc3c(c2)C(=O)N([C@@H](C)CO)C[C@H](C)[C@@H](CN(C)Cc2ccc(C(=O)O)cc2)O3)cc1,-3.5,3.2
C[C@H]1CN([C@@H](C)CO)C(=O)c2cccc(NC(=O)Nc3ccc(F)cc3)c2O[C@@H]1CN(C)C(=O)Nc1ccc(F)cc1,-17.7,4.7
C[C@@H]1CCCCO[C@@H](CN(C)C(=O)c2ccncc2)[C@@H](C)CN([C@H](C)CO)C(=O)c2cc(NC(=O)NC3CCCCC3)ccc2O1,-51.9,16.5
CNC[C@H]1Oc2c(NS(=O)(=O)c3ccc(C)cc3)cccc2C(=O)N([C@@H](C)CO)C[C@@H]1C,3.3,6.1
C[C@@H]1CN([C@@H](C)CO)C(=O)c2cc(NC(=O)CCCCCC(=O)Nc3ccccc3N)ccc2O[C@@H]1CN(C)C(=O)Nc1ccc(C(F)(F)F)cc1,-13.8,-3.3
Cc1cccc(CN(C)C[C@H]2OCc3cn(nn3)CCCC(=O)N([C@@H](C)CO)C[C@@H]2C)c1,0.7,nt
C[C@@H]1CN([C@@H](C)CO)C(=O)Cc2cc(NS(=O)(=O)c3ccc(F)cc3)ccc2O[C@@H]1CN(C)Cc1ccc(Cl)c(Cl)c1,52.3,-45.5
C[C@@H]1CN([C@H](C)CO)C(=O)c2cc(NC(=O)Cn3cnnn3)ccc2O[C@H]1CN(C)S(=O)(=O)c1cn(C)cn1,-11.1,9.9
C[C@H](CO)N1C[C@H](C)[C@@H](CN(C)S(=O)(=O)c2ccc(F)cc2)Oc2c(NS(=O)(=O)c3ccc(Cl)cc3)cccc2C1=O,15.7,4.2
CNC[C@H]1Oc2c(NS(=O)(=O)c3ccc(OC)cc3)cccc2C(=O)N([C@@H](C)CO)C[C@@H]1C,-14.9,11.8
C[C@@H]1CCCCO[C@H](CN(C)C(=O)Nc2ccc3c(c2)OCO3)[C@@H](C)CN([C@H](C)CO)C(=O)c2cc(NC(=O)c3ccccc3)ccc2O1,-2.8,-0.1
COc1ccc(NC(=O)N(C)C[C@@H]2Oc3ccc(NC(=O)CCN4CCOCC4)cc3CC(=O)N([C@@H](C)CO)C[C@@H]2C)cc1,-11.5,6.2
C[C@H]1CN([C@@H](C)CO)C(=O)c2cc(NC(=O)Cc3cn(C)c4ccccc34)ccc2O[C@H]1CN(C)CC1CC1,-12.9,0.0
C[C@@H]1CN([C@H](C)CO)C(=O)Cc2cc(NS(=O)(=O)c3ccccc3)ccc2O[C@@H]1CN(C)Cc1ccc(Cl)c(Cl)c1,65.3*,-65.2
C[C@H]1CN([C@@H](C)CO)C(=O)c2cccc(NC(=O)C3CCOCC3)c2O[C@H]1CN(C)CC1CC1,-16.7,4.5
C[C@H]1CN([C@@H](C)CO)C(=O)Cc2cc(NC(=O)C3CCCCC3)ccc2O[C@H]1CN(C)S(=O)(=O)c1ccc(F)cc1,1.2,1.1
COc1ccc(NC(=O)Nc2cccc3c2O[C@@H](CN(C)S(=O)(=O)c2ccc(OC)cc2)[C@@H](C)CN([C@H](C)CO)C3=O)cc1,26.8,-5.5
Cc1ccc(S(=O)(=O)N(C)C[C@H]2OCCCC[C@@H](C)Oc3ccc(NS(=O)(=O)c4c(C)noc4C)cc3C(=O)N([C@H](C)CO)C[C@@H]2C)cc1,-1.0,6.5

# Overlap with the part before: three entries, then new ones.
SMILES,T cruzi HTS,INS-1E rescue
C[C@H]1CN([C@@H](C)CO)C(=O)Cc2cc(NC(=O)C3CCCCC3)ccc2O[C@H]1CN(C)S(=O)(=O)c1ccc(F)cc1,1.2,1.1
COc1ccc(NC(=O)Nc2cccc3c2O[C@@H](CN(C)S(=O)(=O)c2ccc(OC)cc2)[C@@H](C)CN([C@H](C)CO)C3=O)cc1,26.8,-5.5
Cc1ccc(S(=O)(=O)N(C)C[C@H]2OCCCC[C@@H](C)Oc3ccc(NS(=O)(=O)c4c(C)noc4C)cc3C(=O)N([C@H](C)CO)C[C@@H]2C)cc1,-1.0,6.5
C[C@@H]1CN([C@@H](C)CO)C(=O)Cc2cc(NS(=O)(=O)c3cn(C)cn3)ccc2O[C@@H]1CN(C)Cc1ccncc1,-12.5,3.5
C[C@H]1CN([C@@H](C)CO)C(=O)c2cccc(NS(=O)(=O)c3ccc(F)cc3)c2O[C@H]1CN(C)S(=O)(=O)c1ccc(Cl)cc1,-4.1,-1.6
Cc1noc(C)c1NC(=O)Nc1ccc2c(c1)C(=O)N([C@@H](C)CO)C[C@H](C)[C@H](CN(C)Cc1ccc(C(F)(F)F)cc1)O2,-22.3,nt
C[C@@H]1CN([C@@H](C)CO)C(=O)c2cccc(NC(=O)c3ccncc3)c2O[C@@H]1CN(C)C(=O)Nc1ccccc1,-9.1,1.5
Cc1ccc(S(=O)(=O)N(C)C[C@@H]2Oc3c(NC(=O)C4CCCCC4)cccc3C(=O)N([C@@H](C)CO)C[C@@H]2C)cc1,-84.6,-7.8
C[C@H]1CN([C@@H](C)CO)C(=O)c2cc(NS(=O)(=O)c3ccc(F)cc3)ccc2O[C@@H]1CN(C)S(=O)(=O)c1cccs1,12.0,0.3
C[C@@H]1CN([C@@H](C)CO)C(=O)c2cccc(NC(=O)Nc3ccc(C(F)(F)F)cc3)c2O[C@@H]1CN(C)CC1CCCCC1,78.1*,-64.0
C[C@H](CO)N1C[C@H](C)[C@@H](CN(C)Cc2ccc(C(F)(F)F)cc2)Oc2ccc(NS(=O)(=O)c3ccc(F)cc3)cc2C1=O,60.9*,nt
COc1ccc(CN(C)C[C@H]2Oc3c(NS(=O)(=O)c4cn(C)cn4)cccc3C(=O)N([C@H](C)CO)C[C@@H]2C)cc1,-12.9,12.3
C[C@H](CO)N1C[C@H](C)[C@H](CN(C)CC2CCCCC2)Oc2ccc(NS(=O)(=O)c3ccc(Cl)cc3)cc2C1=O,-0.3,-1.1
Cc1ccc(S(=O)(=O)Nc2ccc3c(c2)C(=O)N([C@H](C)CO)C[C@@H](C)[C@H](CN(C)S(=O)(=O)c2ccc(Cl)cc2)O3)cc1,8.5,nt
C[C@@H]1CN([C@H](C)CO)C(=O)c2cc(NC(=O)Nc3ccc(C(F)(F)F)cc3)ccc2O[C@@H]1CN(C)C(=O)NC1CCCCC1,11.2,-0.8
C[C@@H]1CN([C@H](C)CO)C(=O)Cc2cc(NC(=O)Nc3ccccc3)ccc2O[C@H]1CN(C)S(=O)(=O)c1cccs1,-14.8,1.9
Cc1ccc(S(=O)(=O)Nc2ccc3c(c2)C(=O)N([C@H](C)CO)C[C@H](C)[C@H](CN(C)C(=O)Nc2ccc(C(F)(F)F)cc2)O3)cc1,-2.0,nt
C[C@@H]1CN([C@@H](C)CO)C(=O)c2cc(NC(=O)Cc3ccccc3)ccc2O[C@H]1CN(C)C(=O)Nc1ccccc1,17.1,2.0
C[C@H](CO)N1C[C@H](C)[C@H](CN(C)C)Oc2c(NS(=O)(=O)c3cn(C)cn3)cccc2C1=O,-20.4,15.8
C[C@H](CO)N1C[C@H](C)[C@@H](CN(C)S(=O)(=O)c2ccc(Cl)cc2)Oc2ccc(NS(C)(=O)=O)cc2C1=O,-6.6,7.5
C[C@@H]1CN([C@H](C)CO)C(=O)c2cccc(NC(=O)c3nc4ccccc4s3)c2O[C@@H]1CN(C)Cc1ccncc1,16.1,-5.8
COc1ccc(S(=O)(=O)Nc2ccc3c(c2)C(=O)N([C@H](C)CO)C[C@@H](C)[C@@H](CN(C)S(=O)(=O)c2ccc(C)cc2)O3)cc1,10.5,3.5
C[C@H]1CN([C@@H](C)CO)C(=O)Cc2cc(NC(=O)Cc3cn(C)c4ccccc34)ccc2O[C@@H]1CN(C)S(=O)(=O)c1ccc(F)cc1,-14.1,7.1
COc1ccc(S(=O)(=O)N(C)C[C@@H]2OCCCC[C@@H](C)Oc3ccc(NS(=O)(=O)c4cn(C)cn4)cc3C(=O)N([C@H](C)CO)C[C@@H]2C)cc1,-19.4,-0.4
Cc1ccc(S(=O)(=O)Nc2ccc3c(c2)C(=O)N([C@@H](C)CO)C[C@H](C)[C@@H](CN(C)Cc2ccc(-c4ccccc4)cc2)O3)cc1,78.4*,-5.2
